High-throughput results: PubChem BioAssay, National Center for Advancing Translational Sciences (NCATS)
APE1 inh: qHTS Assay for Inhibitors of the Human Apurinic/apyrimidinic Endonuclease 1 (APE1); recombinant APE1, TAMRA/BHQ-2 abasic DNA cleavage fluorescence; actives 0.35% (n = 350,000); DNA repair nuclease/redox regulator APEX1 (Homo sapiens), P27695; AID 2517, 2012; Potency, µM (series often up to 65.8 µM), for inactives: at the highest dose activity change, negative = inhibition, hits mostly inhibitors;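 note: plate controls were vehicle for no effect and reference inhibitor for full effect; nearly all actives have a fitted effect of over 55% in size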
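Quantitative HTS: incision of a TAMRA/BHQ-2 double-stranded substrate bearing a tetrahydrofuran abasic site by 0.75 nM APE1 raises fluorescence. Substrate 50 nM final, added after 15 min compound preincubation at room temperature; progress as third-minus-first kinetic read difference.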
Pol beta inh: qHTS Assay for Inhibitors of DNA Polymerase Beta | P06746 | Pol beta primer extension/strand displacement, fluorescence kinetic | Potency, µM (series often up to 114 µM), without a hit: at the highest dose activity change, negative = inhibition, hits mostly inhibitors | actives 1.3% (n = 340,000); note: % is set by controls: 0 for no effect and ±100 for the full control effect
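10 nM enzyme + cpd, 15 min RT; start with substrate 50 nM final; read 0 min and after 10 min RT. Corrected, normalized data; 4-parameter Hill curve fit.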
POLH inh: qHTS for Inhibitors of Polymerase Eta | actives 1.2% (n = 390,000) | recombinant Pol eta, fluorescent DNA replication assay | Potency, µM (series often up to 114 µM), inactives show top-dose activity change, negative = inhibition, most hits filed as inhibitors; note: % is set by controls: 0 for no effect and ±100 for the full control effect
Target sequence (Q9Y253 whole entry, looked up): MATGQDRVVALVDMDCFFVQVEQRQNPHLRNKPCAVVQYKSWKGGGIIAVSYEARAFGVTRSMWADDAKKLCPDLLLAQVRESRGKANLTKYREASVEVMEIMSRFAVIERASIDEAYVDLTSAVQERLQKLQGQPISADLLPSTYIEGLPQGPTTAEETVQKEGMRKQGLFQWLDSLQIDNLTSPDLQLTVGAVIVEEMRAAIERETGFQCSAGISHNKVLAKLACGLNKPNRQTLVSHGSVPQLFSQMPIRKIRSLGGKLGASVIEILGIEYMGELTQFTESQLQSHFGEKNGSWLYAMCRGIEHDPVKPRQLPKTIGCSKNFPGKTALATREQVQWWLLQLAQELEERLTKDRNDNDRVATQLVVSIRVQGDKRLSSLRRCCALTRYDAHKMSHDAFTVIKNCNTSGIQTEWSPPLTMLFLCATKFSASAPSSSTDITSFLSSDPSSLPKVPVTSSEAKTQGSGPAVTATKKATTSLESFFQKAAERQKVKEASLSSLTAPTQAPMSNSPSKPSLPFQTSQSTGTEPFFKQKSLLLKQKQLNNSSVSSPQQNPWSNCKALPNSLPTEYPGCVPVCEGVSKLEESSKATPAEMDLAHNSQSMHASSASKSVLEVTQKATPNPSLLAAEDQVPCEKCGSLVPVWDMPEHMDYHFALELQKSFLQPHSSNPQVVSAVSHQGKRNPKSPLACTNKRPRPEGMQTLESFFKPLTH
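Fluorescent replication assay: 50 nM final substrate added after a 15 min room-temperature compound preincubation with 10 nM enzyme. Signal taken at 0 min and again at 10 min.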
Apoferritin bind: qHTS Assay for Identification of Novel General Anesthetics; Potency, µM (highest dose often 77.5 µM), inactives show at the top dose activity change, negative = displacement, usual class: inhibitors; apoferritin/1-aminoanthracene competitive binding, fluorescence; Ferritin light chain (Equus caballus), P02791; actives 0.074% (n = 350,000); note: % is set by controls: 0 for no effect and ±100 for the full control effect; nearly all actives have a fitted effect of over 20% in size
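Read-out: endpoint 1-AMA fluorescence, excitation 380 nm and emission 535 nm, after compounds sit 10 min at room temperature with 10 uM horse-spleen apoferritin in 50% saturated 1-AMA/PBS. Values come from four-parameter Hill fits.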
BLM inh: qHTS Assay for Inhibitors of Bloom's syndrome helicase (BLM). RecQ-like DNA helicase BLM (Homo sapiens), P54132. recombinant BLM DNA unwinding, fluorescence dequenching. Potency, µM (titrated, usually from 56.1 µM), inactives show at the top dose activity change, negative = inhibition, hits mostly inhibitors. actives 0.2% (n = 350,000). AID 2528, 2010;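 note: plate controls were vehicle for no effect and no enzyme for full effect; nearly all actives have a fitted effect of over 35% in size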
G9a inh: qHTS Assay for Inhibitors of Histone Lysine Methyltransferase G9a; G9a H3K9 monomethylation, AlphaScreen, 2 h; Potency, µM (doses to about 102 µM), inactives show at the highest dose activity, negative = inhibition, actives largely listed as inhibitors; AID 504332, 2011; Histone-lysine N-methyltransferase EHMT2 (Homo sapiens), Q96KQ7; actives 8.8% (n = 350,000); note: % is set by controls: 0 for no effect and ±100 for the full control effect; nearly all actives have a fitted effect of over 75% in size
Target sequence (Q96KQ7 913-1193 limits assumed): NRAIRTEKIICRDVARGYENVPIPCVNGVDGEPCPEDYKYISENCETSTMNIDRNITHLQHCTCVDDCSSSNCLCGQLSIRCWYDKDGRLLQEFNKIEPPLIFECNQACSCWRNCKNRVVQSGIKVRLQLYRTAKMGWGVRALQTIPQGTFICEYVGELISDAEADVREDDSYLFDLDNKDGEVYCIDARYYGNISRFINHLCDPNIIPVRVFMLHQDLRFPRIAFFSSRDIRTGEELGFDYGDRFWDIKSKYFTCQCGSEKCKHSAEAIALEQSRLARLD
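Methyltransferase reactions run at room temperature for 2 h (20 nM enzyme, 500 nM biotin-H3K9 peptide, 20 uM SAM) after a 15 min compound preincubation; product detected by AlphaScreen beads and anti-H3K9me1 antibody.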
Pol kappa inh: qHTS for Inhibitors of Polymerase Kappa | DNA polymerase kappa (Homo sapiens), Q9UBT6 | purified Pol kappa, fluorescent DNA synthesis assay, 10 min | Potency, µM (top dose mostly 107 µM), inactives show top-dose activity, negative = inhibition, usual class: inhibitors | actives 0.53% (n = 400,000) | AID 588579, 2011; note: % is set by controls: 0 for no effect and ±100 for the full control effect
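Activity was followed as the change in fluorescence between reads at 0 and 10 min after starting the reaction with 50 nM substrate. Beforehand, 10 nM polymerase had been preincubated with compound for 15 min at room temperature.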
BAZ2B inh: qHTS Assay for Inhibitors of BAZ2B; Bromodomain adjacent to zinc finger domain protein 2B (Homo sapiens), Q9UIF8; AlphaScreen BAZ2B-H3K14Ac peptide displacement; Potency, µM (doses to about 114 µM), inactives show top-dose activity change, negative = inhibition, hits mostly inhibitors; actives 4.4% (n = 360,000); AID 504333, 2011; note: % is set by controls: 0 for no effect and ±100 for the full control effect; nearly all actives have a fitted effect of over 60% in size
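AlphaScreen displacement of biotin-H3(5-23)K14Ac peptide (50 nM final) from BAZ2B (50 nM final) in PBS pH 7.4, 0.01% Tween-20; complex preformed 30 min RT, then compounds (top 110 uM) 30 min RT, beads 20 min dark.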
Pol iota inh: qHTS for Inhibitors of Polymerase Iota; Pol iota fluorescent replication assay, 10 min; Potency, µM (doses to about 115 µM), inactives show at the top dose activity, negative = inhibition, actives largely listed as inhibitors; actives 1% (n = 390,000)
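Pol iota at 10 nM preincubated 15 min with compounds at room temperature; reaction started with fluorescent substrate, 50 nM final. Fluorescence read kinetically at 0 and 10 min; buffer-only wells as negative control.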
* hit, by the source's call; ? = inconclusive; · = not tested or not shown; & = joins results of further samples; [ ] = dose if it differs, or a comment. Calls come from the whole dose curve; as a rule, active = well fitted curve in the direction sought with a large enough effect; inconclusive = small, poorly fitted or top-dose-only effect, or another doubt; inactive = no such curve, though single readings can be large; an effect the other way counts as inactive or inconclusive. Potency is the fitted concentration of half-maximal effect. Only part of the results is shown; count on the stated rates, not on these rows.

Each structure is followed by: APE1 inh	Pol beta inh	POLH inh	Apoferritin bind	BLM inh	G9a inh	Pol kappa inh	BAZ2B inh	Pol iota inh
> COc1ccc(CCN(C)C(=O)/C=C/c2c(Cl)nc3ccccn23)cc1OC
    4%	-12%	-23%	-4%	0%	-27%	-6%	-32%	96%[activator]
> COc1ccc(Cl)cc1NC(=O)CSc1cc(C)[nH]c(=O)n1
    ·	-1%	1%	-10%	-1%	2%[59 µM]	-7%[60.1 µM]	-1%	22%
> COc1ccc(NS(=O)(=O)Cc2ccccc2)cc1OC
    -1%	-25%	-9%	-17%	-3%	-6%[59 µM]	-8%	2%	1%[58.9 µM]
> Cc1cc2ccccc2n1CCNC(=O)c1cccc(Cl)c1
    ·	8%	-13%	-15%	-6%	-30%[59 µM]	-9%	-17%	7%
> Cc1ccccc1Cn1c2ccccc2c2cnn(CC(=O)NCC(C)c3ccccc3)c(=O)c21 (centres undefined)
    ·	23%	4%	-1%	-2%	2%[59 µM]	-4%	3%	-11%
> Cc1cc(=O)oc(C)c1C(=O)N1CCCCC1
    2%	22%	-1%	-4%	0%	33%[0.501 µM]	-5%	-23%	2%
> C/C(=C\c1ccccc1)CN1CCN(Cc2ccc(C)o2)C(CCO)C1 (centres undefined)
    -3%	9%	-2%	-6%	-4%	-23%	-5%	-19%	?
> COc1cccc(C(=O)NC2CC3CCC(C2)N3Cc2ccccc2)c1 (centres undefined)
    0%	29%	-16%	-11%	2%	·	6%	15%	18%
> COc1cc(CN2CCN(Cc3ccc(C)cc3)C(CCO)C2)ccc1O (centres undefined)
    9%	41%	-5%	-5%	1%	25%[12.7 µM]	-11%	-13%	80%[activator]
> COc1ccc(CNC(=O)c2cc(-c3cccc(Cl)c3)on2)cc1
    ·	-1%	-6%	?	-4%	-8%[59 µM]	-9%	3%	10%

As a working copy, 3 of the compounds above.
Each structure is followed by: APE1 inh	Pol beta inh	POLH inh	Apoferritin bind	BLM inh	G9a inh	Pol kappa inh	BAZ2B inh	Pol iota inh
> Cc1ccccc1Cn1c2ccccc2c2cnn(CC(=O)NCC(C)c3ccccc3)c(=O)c21 (centres undefined)
    ·	23%	4%	-1%	-2%	2%[59 µM]	-4%	3%	-11%
> Cc1cc(=O)oc(C)c1C(=O)N1CCCCC1
    2%	22%	-1%	-4%	0%	33%[0.501 µM]	-5%	-23%	2%
> C/C(=C\c1ccccc1)CN1CCN(Cc2ccc(C)o2)C(CCO)C1 (centres undefined)
    -3%	9%	-2%	-6%	-4%	-23%	-5%	-19%	?

(list continues)
Each structure is followed by: APE1 inh	Pol beta inh	POLH inh	Apoferritin bind	BLM inh	G9a inh	Pol kappa inh	BAZ2B inh	Pol iota inh
> O=C(NCc1ccccn1)c1nc(-c2cccs2)no1
    -1%	19%	-19%	-3%	1%	28µM*	3%[60.1 µM]	2%	34%[activator]
> COc1cc(OC)c([N+](=O)[O-])cc1/C=N/NC(=O)c1ccncc1
    9%	19%	32µM*	-9%	-15%	?	-37%	-15%	?
> CCCCCc1nnc(NC(=O)C(=O)OCC)s1
    7%	17%	-12%	-14%	-3%	-5%[59 µM]	7%	2%[57.1 µM]	-15%
> Cc1nc2ccccn2c1C(=O)c1ccccc1
    2%	-27%	-13%	-2%	0%	-3%[12.7 µM]	3%	0%	-3%
> Cc1ccc(C(=O)O/N=C/c2c(C(F)(F)F)nn(C)c2Sc2ccc(Cl)cc2)cc1
    0%	0%	-30%	-12%	-5%	-1%	-14%	5%	-5%
> CC(C)(C)OC(=O)N/N=C\c1ccc([N+](=O)[O-])s1
    5%	-5%	-3%	?	-7%	?	-19%	?	-12%
> COc1ccc(N)c2c1OCCC2=O
    -2%	64%	-17%	3%	-8%	-16%[59 µM]	-7%	-4%	20%
> Cc1ccc(C)c(N2CCN(C(=O)c3c4c(nc5ccccc35)C(=O)N(C3CCCCC3)C4)CC2)c1
    ·	7%	-11%	0%	-5%	1%[59 µM]	-1%	-17%	3%
> O=C1CN(S(=O)(=O)c2ccccc2C(F)(F)F)CCN1
    1%	3%	-1%	-4%	-1%	2%	-4%	1%	78%[activator]
> CCOCCCNC(=O)C1CCC(CNS(=O)(=O)c2ccc(NC(C)=O)cc2)CC1 (centres undefined)
    ·	2%	9%	9%	-1%	-3%[59 µM]	-13%[60.1 µM]	3%	1%
> Cc1cccc(C(C)C)c1NC(=O)CSc1ncnc2[nH]ncc12
    52%	·	-2%	·	·	·	-3%	·	-1%
> COc1ccccc1N1CCN(S(=O)(=O)c2ccc(Br)s2)CC1
    3%	?	-13%	-22%	-9%	-26%	-1%	-4%	-22%
> CCOC(=O)c1ccc(NC(=O)CSc2nnc(CNC(=O)c3c(F)cccc3Cl)o2)cc1
    3%	4%	-8%	-16%	3%	-2%[59 µM]	-9%	-5%	8%
> CC(Oc1ccccc1)C(=O)Nc1c(C(=O)Nc2cccc(F)c2)oc2ccccc12 (centres undefined)
    ·	0%	-14%	-5%	-9%	13%[59 µM]	3%	-4%	38%[activator]
> COc1ccc(Cl)cc1NC(=O)CCN1CCN(Cc2ccccc2)CC1
    15%	25%	-4%	-9%	-5%	0%	6%	-21%	1%
> O=C(CNS(=O)(=O)c1ccccc1)Nc1ccccc1Br
    11%	24%	-7%	-11%	-7%	78%	-4%	-11%	7%
> CC(=O)Nc1ccc(NC(=O)[C@H](C)NC(=O)c2ccco2)cc1
    8%	38%	0%	0%	-4%	6%	-4%	-1%	70%[activator]
> O=C(Nc1ccc(C(=O)N2CCC(N3CCOCC3)CC2)cc1)c1ccc(Br)o1
    23%	·	-15%	·	·	24%[2.33 µM]	6%	5%	23%
> Cc1cc(C)c(C)c(/C=C(/C#N)C(N)=S)c1C
    -3%	11%	-14%	?	-5%	·	-6%	-34%	?
> N#CCCn1c(SCC(=O)NCC2CCCO2)nc2ccccc21 (centres undefined)
    -6%	14%	-10%	-14%	0%	10%[12.7 µM]	-2%	4%	8%
> COc1c(Cl)cc(Cl)cc1C(=O)Nc1ccc(CN2CCOCC2)cc1
    -10%	11%	-11%	-13%	2%	·	-19%	15%	-13%
> Cc1ccc(-n2cc3ccc([N+](=O)[O-])cc3n2)cc1
    -1%	21%	-10%	-5%	0%	14%[59 µM]	-3%	4%	20%
> CCN(CC)C(=O)CSc1cn(CC(=O)N2CCCCCC2)c2ccccc12
    ·	7%	-2%	-2%	-6%	-5%[59 µM]	-1%	-4%	185%[activator]
> Fc1ccc(C(c2nnnn2CCc2ccccc2)N2CCCc3ccccc32)cc1 (centres undefined)
    -7%	4%	-13%	4%	-9%	-3%[59 µM]	-9%	-33%	-4%
> CCOC(=O)C1=C(C)NC(C)=C(C(=O)OC)[C@H]1c1cccc([N+](=O)[O-])c1
    -11%	·	·	·	-10%	·	-12%[19.4 µM]	·	-14%
> CNS(=O)(=O)c1cc(NC(=O)c2cccc3cccnc23)ccc1C
    -13%	22%	-16%	-13%	5%	4%	9%	-1%	14%
> CCn1c(COc2ccccc2C)nnc1SCC(=O)NC1CCCC1
    0%	-10%	-5%	-11%	-4%	-1%	-10%	7%	-4%
> C/C(=C\COc1c2ccoc2cc2oc(=O)ccc12)CCC(O)C(C)(C)O (centres undefined)
    16%	·	·	-10%	-8%	·	-11%[60.1 µM]	·	·
> Clc1ccc(-c2noc(CN3CCOCC3)n2)cc1
    -6%	1%	-16%	-3%	-2%	·	4%	-6%	121%[activator]
> Cc1ccc(S(=O)(=O)N2CCC[C@H]2C(=O)OCC(=O)N2CCc3ccccc32)cc1
    -1%	·	-12%	·	·	·	3%	·	-23%
> COc1ccccc1N1C(=O)CC(Nc2ccc(N3CCOCC3)cc2)C1=O (centres undefined)
    4%	-2%	?	?	-21%	?	-12%	?	-8%
> COc1ccc2c(-c3ccccc3)cc(SCC(=O)NC3CCS(=O)(=O)C3)nc2c1 (centres undefined)
    -1%	1%	-13%	-5%	-6%	14%[59 µM]	0%	-12%	14%
> O=S1(=O)CCO[C@H]2Cc3ccccc3[C@H]2N1Cc1ccc(F)cc1
    15%	7%	-14%	-7%	-4%	-12%	9%&12%	-3%	2%&31%
> O=C(NN1CCOCC1)c1sc2cccc(F)c2c1Cl
    2%	41%	-4%	-4%	-1%	28µM*	-7%	-21%	21%
> COc1ccc(C2N(S(=O)(=O)c3ccc(C)cc3)CCN2S(=O)(=O)c2ccc(C)cc2)cc1
    0%	3%	3%	34%[activator]	-7%	0%	-17%	7%	18%
> CCOC(=O)c1cccc(N2CC3CNC(=O)C2(C(=O)OC)N3C)c1 (centres undefined)
    20%	·	-2%	·	·	·	-3%	·	9%
> O=C(c1cccc(F)c1)N1CCC(N2CCOCC2)CC1
    2%	7%	8%	-14%	-1%	?	-1%	50µM*	1%
> Cc1ccc(-n2c(N)c(C(=O)N3CCOCC3)sc2=S)c(C)c1
    0%	9%	4%	-21%	1%	7.9µM*	-12%	-38%	?
> CC(C)CN(C(=O)C1COc2ccccc2O1)c1c(N)n(CC(C)C)c(=O)[nH]c1=O (centres undefined)
    28%	·	-19%	·	·	27%[12.7 µM]	-6%	-4%	26%
> CCc1ccc(C(=O)/C=C/Nc2ccc(S(=O)(=O)Nc3cnc4ccccc4n3)cc2)cc1
    -1%	6%	-6%&-2%	-8%	-1%	-6%[12.7 µM]	1%&7%	1%	28%&22%
> Cc1ccnc(NC(=O)CNC(=O)c2cccs2)c1
    37%	·	-2%	·	·	-20%	-2%	0%	-2%
> Cc1cc2c(cc(C(=O)OCC(=O)NCc3ccco3)n2C)s1
    -2%	8%	-19%	3%	-6%	6%[59 µM]	-7%	-7%	15%
